High-throughput results as filed in PubChem BioAssay.
esBAF inh = Bmi1 luciferase reporter increase in mESCs, primary screen, esBAF inhibitor project, mouse ES cells, Bmi1 luciferase knock-in, single point. 24 h; 100% = twice the neutral-well signal. reporter increase, % at 12.5 µM. 2% of 350,000 active. AID 602393, 2012; in the data active means activation above about 40%; inconclusive means no clear call, values can overlap the other calls;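 further: 0% = median of the plate's neutral control wells and 100% = double that signal; a rise in the Bmi1 reporter signal indicates esBAF inhibition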
RAD54 branch = inhibitors of human RAD54 branch migration, primary screen, biochemical, fluorescence, single point; 0.14% of 360,000 active; inhibition, % at 10.4 µM; RAD54 Holliday junction branch migration, FAM/BHQ fluorescence;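 active means mean normalized replicate activity at least 40 and at least half of replicates scoring 40 or more; inconclusive means only one of the two criteria met; inactive means mean below 40 and under half of replicates reaching 40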;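 further: 0% = median of neutral control wells and 100% = median of positive control wells; inhibitors cause a drop in the FAM fluorescence signal; in these data hits start at about 50%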
Target sequence (Q92698 whole entry, looked up): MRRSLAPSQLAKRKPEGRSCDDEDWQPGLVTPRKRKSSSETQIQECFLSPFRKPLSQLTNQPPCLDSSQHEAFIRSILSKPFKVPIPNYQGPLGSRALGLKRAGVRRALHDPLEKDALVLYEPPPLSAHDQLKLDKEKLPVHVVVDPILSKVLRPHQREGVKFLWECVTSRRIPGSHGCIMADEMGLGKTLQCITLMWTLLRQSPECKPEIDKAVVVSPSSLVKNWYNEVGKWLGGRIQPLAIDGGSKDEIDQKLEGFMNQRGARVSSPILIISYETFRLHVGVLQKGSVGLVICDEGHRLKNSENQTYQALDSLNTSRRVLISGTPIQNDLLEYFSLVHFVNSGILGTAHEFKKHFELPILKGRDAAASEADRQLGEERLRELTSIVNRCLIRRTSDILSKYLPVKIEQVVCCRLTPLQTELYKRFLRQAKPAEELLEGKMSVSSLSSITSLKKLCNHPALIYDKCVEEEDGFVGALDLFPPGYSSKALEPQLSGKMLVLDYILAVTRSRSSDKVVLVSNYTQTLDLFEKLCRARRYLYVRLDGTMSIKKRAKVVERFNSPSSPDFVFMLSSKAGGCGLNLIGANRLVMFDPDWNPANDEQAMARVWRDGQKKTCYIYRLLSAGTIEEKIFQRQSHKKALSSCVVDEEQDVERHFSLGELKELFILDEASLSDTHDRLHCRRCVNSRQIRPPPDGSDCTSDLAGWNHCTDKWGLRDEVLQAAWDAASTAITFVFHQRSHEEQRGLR
Starred values were filed as active, the others as inactive; ? = inconclusive. Some of the compounds tested (hit frequency here may not be typical).

SMILES	esBAF inh	RAD54 branch
O=C(Nc1ccc(F)cc1)c1ccc(S(=O)(=O)NCC2CCCO2)cc1 (centres undefined)	-18	4
CNCc1ccccc1OCC(=O)Nc1ccccc1OC	9	-4
Cc1cc(Cl)cc(Br)c1OCCCN1C(=O)NC(C)(C)C1=O	4	-8
Cn1c(=O)n(C)c2cc(NS(C)(=O)=O)ccc21	-9	-5
CN1C2C=C3C(C#N)=C(N)C(C#N)(C#N)[C@@H](c4cccc(F)c4)[C@@H]3C1CC2 (some centres undefined)	-6	2
Cc1cc(C)nc(NS(=O)(=O)c2ccc(NC(=S)NC(=O)C(C)C)cc2)n1	-1	2
O=c1[nH]c(Cn2nnc(-c3ccccc3)n2)nc2scc(-c3ccccc3)c12	-43	-5
Cc1ccc(C)c(C(=O)CSc2n[nH]c(C(C)C)n2)c1	-4	-1
Cc1cc2nc(C3CCCN(C(=O)NCc4ccccc4)C3)[nH]c2cc1C (centres undefined)	36	-9
C=CCn1c(SCc2c(C)noc2C)nnc1C1COc2ccccc2O1 (centres undefined)	3	6
COCC(=O)N(C)c1nnc(-c2cnccn2)s1	2	7
CCn1c(CC(=O)Nc2ccc(C)cc2)nnc1SCC(=O)N1CCN(c2ccccc2)CC1	6	-8
CCc1nc2c(OCc3cccc(Cl)c3)cccn2c1N(C)C(=O)C1CC1	-6	-1
CC1CCc2nc(NC(=O)CN3CCN(c4ccccc4)CC3)sc2C1 (centres undefined)	-3	-5
O=C(CN(Cc1ccco1)C(=O)Cn1nnc(-c2ccc(F)cc2)n1)NC1CCCC1	0	0
CCC(c1nnc(SCc2nc3ccccc3s2)n1Cc1ccccc1)N(C)C (centres undefined)	70*	-6
N/C(=N\OC(=O)CCC1CCCCC1)c1ccccn1	30	-1
COc1ccc(CCNC(=O)C2CCN(Cc3nc(-c4ccccc4C)oc3C)CC2)cc1OC	2	-1
COc1ccc(S(=O)(=O)CCC(=O)Nc2c(C)n(C)n(-c3ccccc3)c2=O)cc1	-4	-2
O=C(Cn1c(CN2CCCCC2)nc2ccccc2c1=O)NCc1ccco1	-5	-7
O=C(Cc1ccccc1)Nc1ccccc1CO	0	-8
COc1ccc(NC(=O)CCS(=O)(=O)c2ccccc2)c(OC)c1	16	-1
CCOC(=O)C1CCCN(C/C(O)=C(\C#N)c2nc(-c3ccccc3)cs2)C1 (centres undefined)	11	-9
CCOC(=O)Cc1nnc2c(Nc3ccc(C)cc3)nc3nonc3n12	-4	-19
CC(=O)OCC(=O)Nc1ccc(C(C)=O)cc1	10	0

Following part.
SMILES	esBAF inh	RAD54 branch
CC(C)NC(=O)COC(=O)c1cc(F)c(F)cc1Cl	-2	-9
CCCSc1cc(N2CCOCC2)nc(-c2ccccc2Cl)n1	-6	2
CCC(C)[C@H](NC(=O)NCc1cccs1)C(=O)O (some centres undefined)	-4	10
CCCCSC(=O)Nc1ccccc1	50*	-10
COc1ccccc1NS(=O)(=O)c1cccc(C(=O)N/N=C(\C)c2ccc(-n3ccnc3)cc2)c1	0	5
O=C(OCC(=O)N1CCCC1)c1ccco1	1	-3
Cc1nc(=O)c(-c2ccccc2)c(C)n1CC1CCCO1 (centres undefined)	-3	-1
O=C(N1CCN=C1SCc1cccnc1)C12CC3CC(CC(C3)C1)C2	2	-15
Cc1cccc(C)c1NC(=O)CSCC(=O)c1ccc(O)c(O)c1	-1	2
N#CC(c1ccccn1)(c1ncc(C(F)(F)F)cc1Cl)N1CCOCC1 (centres undefined)	-3	6
CCOC(=O)CC(=O)CSc1nc2ccccc2c(=O)n1-c1ccc(C(=O)NCCOC)cc1	-3	0
COC(=O)CNC(=O)COC(=O)C(Cc1ccccc1)NC(=O)c1ccco1 (centres undefined)	-8	3
O=C(c1ccco1)N1CCN(S(=O)(=O)N2CCOCC2)CC1	-7	4
O=C1Nc2ccccc2C(O)(C(=O)NCc2ccc3c(c2)OCO3)N1c1ccccc1 (centres undefined)	-9	6
O=C(/C=C/c1ccccc1)N1CCN(CC(O)COc2ccccc2)CC1 (centres undefined)	0	6
COc1cccc(/C=c2/s/c(=C(\C#N)C(=O)N3CCOCC3)n(-c3ccccc3)c2=O)c1	-2	-4
CC1(C)CC(=O)C(C=NCCCN2CCOCC2)=C(O)C1	-6	0
CCOC(=O)/C(C#N)=C\C1=C(N2CCCC2)CC(C)(CC)OC1 (centres undefined)	-9	4
Cc1cnc(NC(=O)COc2ccccc2)s1	22	1
O=C(Nc1ccccc1)OCCNC(=O)c1ccccc1	7	7
Cc1ccc(C(=O)NCCc2nnc(SCC(=O)Nc3nc(-c4ccccc4)cs3)n2C)cc1	?	-4
COc1cccc(OCC(O)CN2CCN(CCO)CC2)c1 (centres undefined)	-2	-1
CO/C([O-])=N/c1c[n+](-c2ccc(C)cc2)no1	25	7
COC(=O)C1=C(C)NC(=O)NC1c1cc(Cl)ccc1OC (centres undefined)	1	2
COC(=O)C1=C(C)NC(C)=C(C(=O)OC)C1c1ccc(N(C)C)cc1	-3	8

(list continues)
SMILES	esBAF inh	RAD54 branch
Cc1cc(=O)oc(C)c1C(=O)NC12CC3CC(CC(C3)C1)C2	3	-8
COc1cccc(C2/C(=C(\O)c3ccc4c(c3)OCCO4)C(=O)C(=O)N2CCN(C)C)c1 (centres undefined)	-2	-1
COc1ccc(Sc2ccccc2CN(C)C)cc1OC	-2	0
Cn1c(=O)c2cn3c(c2n(C)c1=O)C(c1ccccc1)CC(c1ccccc1)=N3 (centres undefined)	77*	3
O=[N+]([O-])c1ccc(N2CCN(C(=S)NC3CCCCC3)CC2)cc1	-40	-7
CN1CCN(CCCNC(=O)c2cc3c(=O)oc4ccccc4c3s2)CC1	4	56*
CCOC(=O)N1CCN(S(=O)(=O)c2cc(Br)cc3c2N(C(=O)CC)CC3)CC1	-1	-10
COc1ccc(C2C(C(=O)NC(C)C)c3ccccc3C(=O)N2C)cc1OC (centres undefined)	-7	0
Cc1cccc(OCC(=O)N/N=C\c2cc3c(cc2[N+](=O)[O-])OCO3)c1C	7	-3
O=C1CCc2cc(S(=O)(=O)N3CCN(c4cccc(Cl)c4)CC3)ccc2N1	-8	3
Cn1cnnc1SCC(=O)N1CCC(Cc2ccccc2)CC1	1	-13
O=S(=O)(Nc1cccc2cn[nH]c12)c1ccc(F)cc1	-2	6
Cn1c(=O)c2c(nc(SCC(=O)O)n2Cc2cccc(C(F)(F)F)c2)n(C)c1=O	-2	-1
COCCCNC(=O)Cn1c(=O)n(Cc2ccc(F)cc2)c(=O)c2sccc21	5	1
CN(C)c1nc2n(c(=O)n1)C(C#N)CS2 (centres undefined)	-1	3
Cc1ccc2[nH]c(=O)c(C(c3nnnn3C(C)(C)C)N(Cc3ccco3)CC3CCCO3)cc2c1 (centres undefined)	-3	-6
CCN(CC)C(=O)[C@H]1C[C@H](CC(=O)NCc2cccc(C(F)(F)F)c2)C(=O)N2CCc3c([nH]c4cc(-c5ccco5)ccc34)[C@]12C	12	-3
CCOC(=O)Cc1nc2ccccc2[nH]1	10	10
COc1cc(C(=O)N2CCN=C2c2ccccc2)cc(OC)c1OC	-3	20
COc1ccc(/C=C2\Oc3cc(OCC(=O)N4CCC[C@H]4CO)ccc3C2=O)c(OC)c1	0	5
CCCc1nc2ccc(NC(=O)NCCC(=O)OCC)cc2c(=O)n1Cc1cccc(Cl)c1	-7	-9
COC(=O)c1ccc(N2CCN(C)CC2)c(NC(=O)COc2ccc(OC)cc2)c1	1	9
CC(C)CCNC(=O)CSc1nnc(-c2ccc(S(=O)(=O)N3CCCC3)cc2)n1C	-10	-4
O=C(NCc1ccc2c(c1)OCO2)c1cccc(S(=O)(=O)N2CCOCC2)c1	3	-1
Cc1cccc2nc(Cn3c(=O)n(CCC(=O)NCc4ccco4)c(=O)c4sccc43)cc(=O)n12	1	-11

An excerpt of these results, with each value named:
> CCOC(=O)N1CCN(S(=O)(=O)c2cc(Br)cc3c2N(C(=O)CC)CC3)CC1
  esBAF inh = -1
  RAD54 branch = -10

> COc1ccc(C2C(C(=O)NC(C)C)c3ccccc3C(=O)N2C)cc1OC (centres undefined)
  esBAF inh = -7
  RAD54 branch = 0

(next part)
SMILES	esBAF inh	RAD54 branch
Cc1ccc(S(=O)(=O)/N=C(\CN2CCOCC2)N2CCOCC2)cc1	-9	-1
CSc1nc2ccc(N3C(=O)C4CCCCC4C3=O)cc2s1 (centres undefined)	21	-2
COc1cc(C2C(C#N)=C(N)Oc3n[nH]c(-c4ccccn4)c32)cc(OC)c1OC (centres undefined)	0	-12
CCc1nnc(NC(=O)CSc2nnc(-c3ccoc3C)n2CC(C)C)s1	-3	-15
COC(=O)c1cc(C(C)=O)n2ccccc12	4	0
O=C(Nc1ccccc1)c1ccc(S(=O)(=O)NCc2ccco2)cc1	-7	-5
CC(C)CC(=O)NCCCN1CCN(CCCNC(=O)CC(C)C)CC1	-1	3
CCC1(CC)C(=O)NC(=O)NC1=Nc1cccc(OC)c1	-4	1
CCNC(=S)N/N=C/c1cc(Br)cc(Br)c1OC	-3	-20
COc1ccc(C2C(C#N)=C(N)Oc3cc(C)n(Cc4ccco4)c(=O)c32)cc1 (centres undefined)	-5	-13
Cc1cc(NC(=O)COc2ncnc3sc(C)c(C)c23)no1	-10	2
Cn1c(=O)c2c(nc(N3CCN(c4ccccn4)CC3)n2Cc2ccccc2Cl)n(C)c1=O	9	1
CCCOP(=O)(c1ccc(N(C)C)cc1)C(O)c1ccccc1OC (centres undefined)	7	-10
CC1CC(NC(=O)c2ncn[nH]2)CC(C)(C)C1 (centres undefined)	-10	-4
CN(C)S(=O)(=O)c1ccc(/C(O)=C2/C(=O)C(=O)N(Cc3cccnc3)C2c2ccco2)cc1 (centres undefined)	-4	8
Cc1cc(=O)n2nc(-c3ccccc3)sc2c1C#N	39	2
CC(C(=O)N1CCCCC1)n1sc2ccccc2c1=O (centres undefined)	50*	-5
CCOC(=O)N1CCN(C(=O)CSc2nnc(CNC(=O)c3c(F)cccc3Cl)o2)CC1	-6	-14
COC(=O)CSc1nnc(-c2ccncc2)n1N	3	6
CCCOc1ccc(N2C(=O)CC(N3CCN(c4nc5ccccc5s4)CC3)C2=O)cc1 (centres undefined)	-8	4
O=C(O)CCCC(=O)OCCCCc1cccs1	-7	6
O=C(O)C1CCCCC1C(=O)NCCc1ccccc1 (centres undefined)	1	2
CCOc1cc(C(=O)OCC(=O)c2c(C)[nH]c3ccccc23)ccc1OCC(=O)N1CCOCC1	-2	-1
N#Cc1cccc(NC(=O)COc2ccc(-n3ccnc3)cc2)c1	2	-8
Cc1nnc2ccc(Oc3ccc(-c4ccccc4)cc3)nn12	-4	4

Molecules listed so far that have a cyano group:
SMILES	esBAF inh	RAD54 branch
CN1C2C=C3C(C#N)=C(N)C(C#N)(C#N)[C@@H](c4cccc(F)c4)[C@@H]3C1CC2 (some centres undefined)	-6	2
CCOC(=O)C1CCCN(C/C(O)=C(\C#N)c2nc(-c3ccccc3)cs2)C1 (centres undefined)	11	-9
N#CC(c1ccccn1)(c1ncc(C(F)(F)F)cc1Cl)N1CCOCC1 (centres undefined)	-3	6
COc1cccc(/C=c2/s/c(=C(\C#N)C(=O)N3CCOCC3)n(-c3ccccc3)c2=O)c1	-2	-4
CCOC(=O)/C(C#N)=C\C1=C(N2CCCC2)CC(C)(CC)OC1 (centres undefined)	-9	4
CN(C)c1nc2n(c(=O)n1)C(C#N)CS2 (centres undefined)	-1	3
COc1cc(C2C(C#N)=C(N)Oc3n[nH]c(-c4ccccn4)c32)cc(OC)c1OC (centres undefined)	0	-12
COc1ccc(C2C(C#N)=C(N)Oc3cc(C)n(Cc4ccco4)c(=O)c32)cc1 (centres undefined)	-5	-13
Cc1cc(=O)n2nc(-c3ccccc3)sc2c1C#N	39	2
N#Cc1cccc(NC(=O)COc2ccc(-n3ccnc3)cc2)c1	2	-8

New compounds follow
SMILES	esBAF inh	RAD54 branch
Cc1onc(-c2ccccc2)c1C(=O)Nc1ccnn1C1CCCCC1	-1	-2
CCN1C(=NCc2cc(OC)c(OC)c(OC)c2)N[C@@H](c2ccccc2)C(C(=O)OC)=C1C	-3	3
O=C(C/C=N/OCc1ccc(Cl)cc1Cl)c1ccccc1	7	2
O=C(Nc1ccc(N2CCN(C(=O)c3ccc(Cl)cc3)CC2)cc1)c1cc2ccccc2o1	-8	-1
O=[N+]([O-])c1ccc(/C=N/Nc2cc(Cl)nc(-c3ccccc3)n2)cc1	-8	-1
CCOC(=O)C1CCCCN1Cc1ccc(C(F)(F)F)cc1 (centres undefined)	-4	-3
CCCn1c(SCC(=O)Nc2nnc(-c3ccccc3)s2)nnc1-c1ccccn1	10	-11
COc1ccccc1CNC(=O)C1CCN(c2nc3ccccc3o2)CC1	2	9
CCc1c(C)nc(SCC(=O)c2cccs2)c(C#N)c1C	54*	1
O=C1c2ccccc2C(=O)c2c1cccc2N1CCOCC1	23	25
CCOC(=O)c1c(C)n(C)c2ccc(OCC(O)Cn3nc(C)c(Br)c3C)cc12 (centres undefined)	3	1
O=C1/C(=C/c2cccnc2)Oc2cc(OS(=O)(=O)c3ccc(Cl)cc3)ccc21	10	1
O=C(NCC1CCCO1)C1CCN(S(=O)(=O)c2cccnc2)CC1 (centres undefined)	4	-12
COc1ccc(C(=O)c2nccc3cc(OC)c(OC)cc23)cc1OC	-12	33
COc1ccc(OCC(=O)OCCN2C(=O)c3ccccc3C2=O)cc1	-1	3
CCC(C)(C)n1nnnc1C(CC(C)C)N1CCC(C(N)=O)CC1 (centres undefined)	-2	1
Cc1cc(C(=O)OCC(=O)NC(=O)NC(C)(C)C)c(C)o1	-6	-1
Cc1cc(C(=O)OCC(=O)Nc2ccccc2F)c(C)o1	12	4
